Yeast life ext: compounds extending yeast replicative lifespan, primary screen, S. cerevisiae, OD615; S. cerevisiae growth with nicotinamide; deaD strain in restrictive glucose medium; inhibition of the nicotinamide effect, % at 10 µM; 130,000 compounds, 0.68% hits; AID 775, 2007;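 active = inhibition above a set limit, placed 3 SD over the median of all compounds, cut at about 26% in these data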;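 note: 0% = nicotinamide-treated wells and 100% = cells grown without nicotinamide; some compounds called inactive have numbers as strong as hits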
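System: Modified budding yeast, DeaD strain | Buffer or medium: Restrictive glucose medium | Also added: 1.5 mM nicotinamide | Doses: 10 µM single point, 0.25% DMSO | Schedule: 48 h compound exposure at 30 °C, humidified | Detection: Absorbance at 615 nm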
NPY-Y2 antag: NPY-Y2 receptor antagonists, primary screen, cell-based; Neuropeptide Y receptor type 2 (Homo sapiens), P49146; NPY-Y2 expressing cells, antagonist mode; inhibition, % at 2.7 µM; 140,000 compounds, 0.99% hits; AID 793, 2007; in the data active = inhibition above about 17%;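 note: 0% = vehicle with agonist challenge and 100% = reference antagonist with challenge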
Target sequence (P49146 whole entry, looked up): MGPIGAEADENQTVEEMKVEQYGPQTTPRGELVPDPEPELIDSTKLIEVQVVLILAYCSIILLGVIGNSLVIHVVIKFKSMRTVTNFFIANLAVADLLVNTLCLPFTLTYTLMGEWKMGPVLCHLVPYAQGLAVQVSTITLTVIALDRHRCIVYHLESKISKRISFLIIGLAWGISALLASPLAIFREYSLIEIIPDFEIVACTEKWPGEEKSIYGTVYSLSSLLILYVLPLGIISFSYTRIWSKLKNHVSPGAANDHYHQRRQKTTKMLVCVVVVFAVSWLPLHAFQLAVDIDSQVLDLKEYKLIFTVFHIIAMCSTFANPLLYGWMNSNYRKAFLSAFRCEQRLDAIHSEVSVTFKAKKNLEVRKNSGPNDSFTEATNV
bCat KO growth: primary screen for growth suppressors in beta-catenin knockout HCT116 cells (colon tumor, human); HCT116 beta-catenin knockout viability, CellTiter-Glo, 60 h; active compounds read low; viability, % at 10 µM; 140,000 compounds, 1.5% hits; AID 818, 2007;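 active = viability at or under a set limit, the compound median less 4 SD, cut at about 6% in these data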;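 note: 0% = Hyamine 1622 control at 20 µM and 100% = untreated cell control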
Yeast growth inh: growth inhibitors of yeast BB579 in restrictive medium, primary screen, yeast lifespan-shortening project, S. cerevisiae | OD615, 48 h | AID 804, 2007 | 140,000 compounds, 0.51% hits | inhibition, % at 10 µM;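 active = inhibition above a set limit, 3 SD over the mean compound inhibition, cut at about 44% in these data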; note: inactives centre near -24
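System: Saccharomyces cerevisiae DeaD strain BB579, replicative lifespan model yeast | Buffer or medium: Restrictive glucose-based CSMM-D medium | Times: 4 h preincubation and 48 h exposure at 30 °C | Detection: OD615 turbidity measurement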
GALR2 antag: GALR2 antagonists in receptor-expressing cells, primary screen; antagonist mode; Galanin receptor type 2 (Homo sapiens), O43603; AID 828, 2007; 140,000 compounds, 0.39% hits; inhibition, % at 4 µM; in the data active = inhibition above about 27%;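 note: cells stimulated with galanin 1-16 at roughly its EC80; 0% = agonist challenge control and 100% = basal control without agonist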
Target sequence (O43603 whole entry, looked up): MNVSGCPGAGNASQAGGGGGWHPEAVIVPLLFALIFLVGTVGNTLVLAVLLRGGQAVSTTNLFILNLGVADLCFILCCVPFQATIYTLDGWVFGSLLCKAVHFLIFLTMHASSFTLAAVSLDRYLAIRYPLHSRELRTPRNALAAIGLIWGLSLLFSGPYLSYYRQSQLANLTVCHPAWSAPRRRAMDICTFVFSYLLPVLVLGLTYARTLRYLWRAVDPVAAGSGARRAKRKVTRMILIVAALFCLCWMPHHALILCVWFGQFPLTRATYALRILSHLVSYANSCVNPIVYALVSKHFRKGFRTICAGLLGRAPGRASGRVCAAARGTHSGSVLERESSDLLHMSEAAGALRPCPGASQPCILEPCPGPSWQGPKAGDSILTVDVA
Phagocyt inh: inhibitors of macrophage phagocytosis, primary screen, imaging, J774A.1 cells, IgG beads. J774A.1 macrophage IgG-bead phagocytosis. inhibition, % at 5 µM. 110,000 compounds, 0.07% hits. AID 1029, 2008;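 active = inhibition above the mean of the plate negative controls plus 5 SD, cut at about 13% in these data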;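 note: phagocytic index as fraction of beads internalized from green versus red external bead signal; plate controls were DMSO negative control for no effect and cytochalasin-D positive control for full effect; some results beyond the cut were filed as inactive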
PTEN del growth: growth suppression of PTEN-null HCT116, primary screen, cell-based, CellTiter-Glo; HCT116 PTEN-null viability, 60 h; active compounds read low; viability, % at 10 µM; 140,000 compounds, 1.2% hits; AID 827, 2007;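 active = viability at or below a set limit, 4 SD under the median of all tested compounds, cut at about 3.7% in these data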;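 note: PTEN knockout HCT116 line with beta catenin targeted HCT116 as companion control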
MRP1 act: H69AR viability gain despite doxorubicin, primary screen, MRP-1 activator project, H69AR cells, CellTiter-Glo; viability rescue; viability increase, % at 10 µM; 140,000 compounds, 0.61% hits;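 active = viability gain under doxorubicin at or above a set limit, the compound median plus 3 SD, cut at about 4.7% in these data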;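 note: MRP-1 overexpressing cells given doxorubicin 25 µM after compound pretreatment; 18-22 h compound pretreatment then 72 h with doxorubicin before readout; 0% = doxorubicin-only wells and 100% = vehicle-treated cells without doxorubicin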
E-sel TNF inh: E-selectin induction blockers in HUVEC – imaging, immunofluorescence, high content, primary screen; HUVEC TNFa-induced E-selectin immunofluorescence; inhibition, % at 2 µM; 120,000 compounds, 0.71% hits; AID 1246, 2008;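 active = inhibition above the batch mean plus 3 SD, and confirmed as a hit on visual image review, cut at about 43% in these data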;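 note: 0% = TNF-stimulated DMSO wells and 100% = unstimulated control wells; not every result past the cut was called active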
Measles CPE: compounds protecting cells from measles virus cytopathic effect, primary screen, measles RdRp inhibitor project, single point, MLSMR library, absorbance; Measles virus-infected cells, CPE protection; protection (pct of control), % at 4 µM; 140,000 compounds, 1.5% hits; AID 841, 2007; in the data active = protection mostly above about 24%, no sharp cut-off; inactive = mostly below about 26%; note: some compounds called inactive have numbers as strong as hits
* marks the source's active call; other numbers are inactive results; · = not tested or not shown. The order is random; 6.1% or so of the library scored in one or more.

SMILES	Yeast life ext	NPY-Y2 antag	bCat KO growth	Yeast growth inh	GALR2 antag	Phagocyt inh	PTEN del growth	MRP1 act	E-sel TNF inh	Measles CPE
CCOC(=O)c1[nH]c2ccc(OC)cc2c1NC(=S)N1CCN(c2ccccc2OC)CC1	-7	-2	20	-5	1	-4	20	-3.5	·	10
Cc1c(N=C2C(=O)Nc3ccccc32)c(=O)n(-c2ccccc2)n1C	-5	7	94	-57	7	0	102	-0.2	·	6
CC1=CC2=NC(=O)/C(=C\c3cccn3CCOc3cc(C)cc(C)c3)C(=N)N2O1	6	2	94	-11	2	-6	85	-0.5	-23	1
Cn1c(Cn2c(=O)sc3ccccc32)nnc1SCc1ccc(F)cc1	-1	1	42	-9	1	·	38	-1.3	-38	38
N/C(Cc1cccs1)=N\OC(=O)COc1ccccc1Cl	-24	5	102	-43	-6	0	97	0.2	-5	5
Cc1ccc(-c2nc(CS(=O)CC(=O)NCCN(CC(C)C)CC(C)C)c(C)o2)cc1 (stereo not given)	-3	2	58	-25	-1	1	64	-2.3	-30	3
Cc1cc(C)n(-c2nc(N(c3ccccc3)c3ccccc3)nc(-n3nc(C)cc3C)n2)n1	·	7	21	-36	10	·	19	-0.8	-10	2
Cc1cccc(OCc2nnc(SCC(=O)Nc3sc(C)c(C)c3C#N)n2C)c1	0	5	62	-69	-7	0	67	-1.1	8	8
COc1ccc(CN(C(=O)c2oc3ccccc3c2C)C2CCS(=O)(=O)C2)cc1 (stereo not given)	-6	4	89	-13	-8	-1	94	-1.9	4	11
C/C(=N\NC(=O)c1nn(C)cc1Br)c1ccncc1	2	-3	97	-12	10	-6	117	0.0	·	29
COc1cc(S(=O)(=O)NC2CCCC2)ccc1Cl	-2	3	95	-17	-14	-1	103	-2.0	0	2
Cc1ccnc(NC(=O)CCc2c(C)nc3ncnn3c2C)c1	-6	4	101	-41	2	·	106	-1.6	-9	10
COc1cc(C)c(N)cc1C(C)C	-19	0	83	-6	-5	-1	82	-3.4	9	9
C/C(=N\NC(=O)c1nonc1N)c1cccs1	-4	2	92	-14	12	3	96	-0.9	·	12
COc1cc(NC(=O)c2ccc(C)cc2)c(OC)cc1NC(=O)CN1CCCCC1	·	0	80	-24	3	·	85	-0.7	-3	14
COC(=O)C1=C(C)NC(=O)/C1=C\c1cc(C)n(-c2ccccc2C)c1C	-8	-1	67	-74	0	-2	80	0.1	-2	16
Fc1ccc(Cn2nnnc2CN2CCc3ccccc3C2)cc1	6	3	88	-57	8	-1	93	-0.9	-3	19
COc1cc(/C=C2\SC(=S)N(Nc3ccccc3)C2=O)cc(OC)c1OC	-15	1	75	-24	2	·	80	-2.6	-12	10
O=C(NCCCN1CCOCC1)C(=O)N/N=C/c1c2ccccc2cc2ccccc12	-2	2	1.6*	-19	14	·	2.2*	-4.9	·	2
CCN(CC)C(=O)c1ccc(O)c(OC)c1	3	0	99	-32	-1	·	99	-0.2	·	12
CCOc1ccc(CNC(=O)c2ccc(Sc3ccc(Cl)cc3)c(NC(C)=O)c2)cc1	-6	16	76	-11	4	-4	88	1.1	15	19
O=C(NCc1ccccc1)C12CC3CC(CC(C3)C1)C2	6	7	93	-36	-5	0	96	-2.3	8	9
COc1ccc(Cl)cc1N(C)C(=O)CCNC(=O)Cn1cnc2ccccc2c1=O	-5	-2	90	-3	6	-1	91	-3.9	-10	13
CC(=O)N(c1ccc2oc(=O)sc2c1)S(=O)(=O)c1cccs1	-26	1	65	0	2	·	65	-1.5	-3	10
CCOc1cc(C(=O)N/N=C/C(Br)=C/c2ccccc2)cc(OCC)c1OCC	-3	9	14	-29	2	14	2.3*	-5.3	18	16
CC1(C)OC(=O)C(=CNn2cnc3ccccc3c2=O)C(=O)O1	-7	-1	107	-24	-2	·	103	0.7	-36	18
CC(=O)Oc1ccc(CCC(C)OC(C)=O)cc1 (stereo not given)	-6	0	105	-59	1	0	113	-0.9	-5	10
COc1cccc(CNC(=O)C2CCN(S(=O)(=O)N3CCC4(CC3)OCCO4)CC2)c1	2	5	99	-42	1	2	98	-1.9	-5	3
CC1(C)Oc2ccc3ccc(=O)oc3c2/C(=C/NC2CCCCC2)C1=O	·	9	86	-23	-9	·	77	-3.8	9	7
COc1cc2c(cc1NC(=O)C(c1ccccc1)c1ccccc1)CCCC2	-8	20*	75	-32	-16	0	66	-0.1	11	37
CC(=O)Oc1ccc2occ(C(=O)c3cccs3)c2c1	-7	-2	108	-41	11	0	108	-2.0	22	5
O=C(CCN1CCN(C/C=C/c2ccccc2)CC1)Nc1ccccc1	2	1	77	-7	-13	-4	85	-5.4	16	10
Cc1ccc(NCc2nnc(SCC(N)=O)n2CC2CCCO2)c(C)c1 (stereo not given)	·	1	98	-26	1	·	100	-0.4	32	13
c1ccc(C(CN2CCOCC2)c2ccccc2)cc1	9	5	84	-50	-2	-1	81	-3.6	·	11
CCC(=O)Nc1cccc(NC(=O)CSc2nnc(C3CC3)n2C)c1	-8	3	93	2	-2	0	95	0.6	22	11
Clc1ccc(Cn2ncc3c(NCc4cccnc4)ncnc32)cc1	-7	0	69	22	14	-1	61	3.9	-2	10
NC(=O)C1CCN(C(=O)c2ccc(C(F)(F)F)cc2)CC1	-10	1	83	-25	-12	-1	91	-1.9	·	6
CN(CC(=O)NCCC1=CCCCC1)S(=O)(=O)c1ccc2c(c1)c(=O)n(C)c(=O)n2C	-6	3	77	-38	-4	-1	84	-2.2	·	26
CC(Oc1ccccc1)C(=O)Nc1oc(-c2ccco2)c(-c2ccco2)c1C#N (stereo not given)	13	3	62	-27	17	-8	57	-2.0	·	24
COc1ccccc1-c1nnc(SCC(=O)O)n1C	-4	0	99	-37	15	3	99	-2.1	·	10
Cc1cccc(NC(=S)NC2CC3CCC(C2)N3Cc2ccco2)c1 (stereo not given)	-11	6	69	-37	8	·	82	-4.3	-39	24
O=C(/C=C/c1ccc(Cl)cc1Cl)N1CCN(c2ccccc2[N+](=O)[O-])CC1	2	8	77	-23	3	·	100	-1.9	·	11
COc1ccccc1N1CCN(Cc2nc(N)nc(Nc3ccc(C)c(Cl)c3)n2)CC1	-14	3	16	-64	-21	·	18	-1.9	-32	18
CCOc1ccccc1NC(=O)CSc1nnc(-c2ccccn2)n1Cc1ccco1	-4	4	76	-27	11	4	86	-5.2	·	1
CS(=O)(=O)N(Cc1ccccc1)c1ccc(C(=O)NC2CCCCC2O)cc1 (stereo not given)	-12	-1	95	-13	-7	0	93	-0.7	·	4
Cc1ccccc1-n1c(C)nnc1SCC(=O)N1CC(=O)Nc2ccccc21	-4	4	91	-13	14	0	98	-3.2	3	2
CN(C)S(=O)(=O)c1cccc(C(=O)OCC(=O)Nc2sccc2C#N)c1	-13	0	84	9	4	·	85	-1.3	58	5
O=C1S/C(=C\C=C\c2ccco2)C(=O)N1c1ccccc1	-4	0	62	-17	-6	-10	55	-0.9	-3	10
c1nc(N2CCC3(CC2)OCCO3)c2c3c(sc2n1)CCCC3	-4	7	88	-5	9	0	77	-1.3	·	9
O=C(CC(C(=O)N1CCc2ccccc21)n1ccnc1)NCc1ccccc1 (stereo not given)	-11	-1	95	-4	4	-1	101	-1.2	-2	18
Cc1cc(C)n2nc(SCC(=O)Nc3c(C)n(C)n(-c4ccccc4)c3=O)nc2n1	-3	5	92	-19	2	-2	100	-0.2	3	11
O=C(O)C1CCN(C(=O)c2scc3c2OCCO3)CC1	-1	8	96	6	6	-1	97	-0.7	·	8
O=C(CCn1c(=O)c2sccc2n(CC(=O)OCc2ccccc2)c1=O)NCc1ccco1	-3	6	88	-24	-3	-4	89	-2.9	-23	5
Cn1c(=O)c2c(nc(OCC3COC(C)(C)O3)n2Cc2ccccc2F)n(C)c1=O (stereo not given)	-1	4	87	-32	0	-2	97	-2.6	·	0
O=C(N1CCOCC1)N1CCC(n2nnc3cc(F)ccc32)CC1	-22	5	98	0	-3	-1	76	-2.1	-7	7
Oc1ccc(/C=C/c2ccnc3ccccc23)cc1	-5	-1	49	-32	-1	-1	50	-4.5	·	3
C/C(NCC(C)(C)CN(C)C)=C(/C#N)C(=O)NCc1ccccc1	-4	-2	94	-28	11	-1	101	-1.4	6	6
CC1=C(C(=O)Nc2ccccc2C)C2(CCCCC2)C(C(N)=O)C(=S)N1 (stereo not given)	-3	0	97	12	-3	5	92	-2.9	28	7
O=S(=O)(c1ccc(F)cc1)c1nc(-c2ccco2)oc1Nc1ccccc1	0	7	87	-20	-3	5	84	-1.5	·	4
Cc1ccc(Sc2oc(/C=N/n3cnnc3)cc2Br)cc1	-7	1	19	-8	2	3	12	-2.7	-16	13

The list continues:
SMILES	Yeast life ext	NPY-Y2 antag	bCat KO growth	Yeast growth inh	GALR2 antag	Phagocyt inh	PTEN del growth	MRP1 act	E-sel TNF inh	Measles CPE
CC(Sc1nc2ccccc2s1)C(=O)N1CCOCC1 (stereo not given)	-8	1	92	-18	-5	0	91	-2.0	·	5
COC(=O)CNC(=O)/C=C/c1ccc(OC)cc1	-9	15	98	-45	6	·	97	-1.9	-25	18
CC(C)c1ccccc1NC(=O)c1cccnc1	-8	1	103	-22	1	0	89	0.4	0	2
Cc1cccc(OCCn2c(=O)sc3ccccc32)c1	·	8	89	-40	-2	·	91	2.8	-17	4
N#CC1=C(C=Nc2ccccc2O)CCC1	0	3	94	-33	-8	-2	97	-1.8	31	19
O=C(CSc1ncn[nH]1)Nc1ccc2c(c1)CCC2	8	-1	85	-5	11	-5	93	2.1	·	5
CCC(Sc1nc(=O)cc(N)n1-c1cccc(C)c1)C(=O)Nc1cc(C)on1 (stereo not given)	-11	2	84	-18	6	-1	102	-0.6	-42	5
CCCC(=O)NC(c1ccc2c(c1)OCO2)c1cc(Cl)c2cccnc2c1O (stereo not given)	-5	3	4.1*	-22	-2	-9	5	-2.3	·	15
CCCCNC(=O)CO/N=C(\C)c1cc2ccccc2o1	-8	5	95	5	0	6	96	-0.6	-5	4
CC1CC(C)CN(C(=O)c2ccc3c(=O)n(Cc4ccc5c(c4)OCO5)c(=S)[nH]c3c2)C1 (stereo not given)	-4	13	79	-28	-2	3	77	-2.4	4	18
CO/N=C/NC(=O)c1c(OC)ccnc1Oc1ccccc1	-4	-1	92	0	-6	0	85	-2.4	11	20
CN1CCN(C(=O)N2CCNC2=O)CC1	-12	1	86	-20	2	-2	106	0.1	·	2

Source: PubChem (several laboratories)
